# Screening results: PubChem, National Center for Advancing Translational Sciences (NCATS)
# PKM2 act: qHTS Assay for Activators of Human Muscle isoform 2 Pyruvate Kinase. Pyruvate kinase PKM (Homo sapiens), P14618. purified PKM2, Kinase-Glo ATP luminescence, activation; response scale: 0% is enzyme alone, no compound. Potency, µM (doses to about 57.5 µM), for the others: at the highest dose activation, actives largely listed as activators. 260,000 compounds, 0.34% hits. AID 1631, 2009; also: potency is read from the fitted curve at half-maximal effect; % is scaled to controls: 0 for no effect and ±100 for the full control effect; nearly all actives have a fitted effect of over 55% in size
#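 hPK-M2, >95% pure; 0.1 mM ADP / 0.5 mM PEP final; imidazole pH7.2 buffer w/ 7 mM MgCl2, 50 mM KCl; 1 h RT; Kinase-Glo lum. Intermediate enzyme activity for dual inhibitor/activator qHTS.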
# Coupling enz: qHTS Assay for Inhibitors of Fructose-1,6-bisphosphate Aldolase from Giardia Lamblia: Coupling assay counterscreen | coupling enzyme system counterscreen, AmpLite Red fluorescence | activity change, negative = inhibition, % at 58.2 µM, hits read low | 290,000 compounds, 0.67% hits | AID 2472, 2010; in the data active = activity change below about -30%; also: % is scaled to controls: 0 for no effect and ±100 for the full control effect
#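 Final compound at 57.5 uM, incubated 10 min at RT with coupling enzyme reagent (glyceraldehyde-3-phosphate), then 20 min with substrate and AmpLite Red detection. Fluorescence read at 525/598 nm; tests interference with the coupling assay, not aldolase inhibition.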
# GALK inhibitor: qHTS Assay for Inhibitors of Human Galactokinase (GALK) | 270,000 compounds, 0.007% hits | Potency, µM (titrated, usually from 57.5 µM), inactives show at the top dose activity change, negative = inhibition, hits mostly inhibitors | Purified GALK, Kinase-Glo residual ATP luminescence; also: potency is read from the fitted curve at half-maximal effect; % is scaled to controls: 0 for no effect and ±100 for the full control effect
# Target sequence (P51570 whole entry, looked up): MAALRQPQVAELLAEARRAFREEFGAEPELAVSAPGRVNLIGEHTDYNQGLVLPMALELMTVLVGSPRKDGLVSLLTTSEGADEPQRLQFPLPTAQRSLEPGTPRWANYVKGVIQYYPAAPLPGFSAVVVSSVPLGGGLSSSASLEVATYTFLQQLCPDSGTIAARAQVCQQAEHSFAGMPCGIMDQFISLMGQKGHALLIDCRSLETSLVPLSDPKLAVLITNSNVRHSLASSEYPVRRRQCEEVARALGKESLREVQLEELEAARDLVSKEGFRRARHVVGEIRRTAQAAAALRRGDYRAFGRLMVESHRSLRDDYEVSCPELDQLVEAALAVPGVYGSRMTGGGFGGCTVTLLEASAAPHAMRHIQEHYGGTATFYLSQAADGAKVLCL
#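 Kinase-Glo Plus luminescence measured ATP left after a 1 h room-temperature reaction. The reaction used 5 nM GALK, 100 uM galactose and 35 uM ATP at pH 8.0 (20 mM HEPES, 5 mM MgCl2, 60 mM NaCl, 1 mM DTT, 0.01% BSA).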
# Menin MLL FP TR: qHTS Assay for Inhibitors Targeting the Menin-MLL Interaction in MLL Related Leukemias: Competition With Texas Red Labeled MLL-derived Mutant Peptide | Menin + Texas Red MLL mutant peptide, fluorescence polarization | Potency, µM (top dose mostly 61.6 µM), for the others: at the top dose FP activity change, negative = inhibition, hits mostly inhibitors | AID 1768, 2009 | 270,000 compounds, 0.23% hits; active = well fitted inhibition curve with a large enough effect in the polarisation, with a control signal flat, not every such curve was filed as active; inconclusive = small, poorly fitted or top-dose-only effect, or effect the other way, or a change in a side signal; inactive = no such curve, though single readings can be large or run the other way; the % refers to the polarisation; also: potency is read from the fitted curve at half-maximal effect; % of control where 0% means no effect; many of its hits are not listed in these tables
# S-ASM inh: Inhibitors of Secretory Acid Sphingomyelinase (S-ASM): qHTS; Sphingomyelin phosphodiesterase (Homo sapiens), P17405; placental ASM, HMU-PC fluorogenic substrate, 60 min; Potency, µM (series often up to 57.5 µM), for inactives: top-dose activity change, negative = inhibition, most hits filed as inhibitors; 340,000 compounds, 0.006% hits; AID 504937, 2011; also: potency is read from the fitted curve at half-maximal effect
#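 Human placenta-derived ASM preincubated with compound 10 min at room temperature, then reacted with 9 uM (final) fluorogenic HMU-PC substrate for 60 min at 37 C. Stop solution raises pH to 10; fluorescence read at Ex 386/Em 447 nm.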
# BCR signal inh: qHTS Assay to Find Inhibitors of Chronic Active B-Cell Receptor Signaling | ABC-DLBCL IkBa-CBG/CBR reporter, luminescence ratio, 4 h | Potency, µM (titrated, usually from 46.1 µM), without a hit: at the top dose ratio change, negative = lower green/red ratio, most hits filed as inhibitors | 340,000 compounds, 0.05% hits | AID 493014, 2011; active = well fitted inhibition curve with a large enough effect in the signal ratio, with a control signal flat, not every such curve was filed as active; inconclusive = small, poorly fitted or top-dose-only effect, or effect the other way, or a change in a side signal; the % refers to the signal ratio;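 also: potency is read from the fitted curve at half-maximal effect; plate controls were basal doxycycline-induced cells for no effect and cells given 10 µM MG132 for full effect; MG132 reads +100%, hits lower the ratio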
#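 Doxycycline induced both beetle luciferases in TMD8 lymphoma cells; IKK-driven degradation limits the IkappaBalpha-fused green signal, while red luminescence normalises for cell number and nonspecific effects. Compounds tested up to 46 uM, 4 hrs.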
# Giardia kill: Small Molecules that selectively kill Giardia lamblia: qHTS. Giardia lamblia trophozoite viability. activity change, % at 7.66 µM, hits read low. 340,000 compounds, 0.15% hits. AID 540267, 2011; in the data active = activity change below about -80%; inconclusive = between about -30% and that limit;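 also: parasites exposed to compound for two days anaerobically before the ATP read; % is scaled to controls: 0 for no effect and ±100 for the full control effect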
#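 Anaerobic 48 hrs incubation at 37 deg C of 100 trophozoites/well with test compounds; ATPLite 1-Step luminescence, 15-30 min RT, reports cellular ATP as viability.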
# TSG101-PTAP inh: qHTS Assay for Iinhibitors of HIV-1 Budding by Blocking the Interaction of PTAP/TSG101; Fluorescence polarization, FITC-PTAP peptide / Tsg101 binding; Potency, µM (series often up to 115 µM), for the others: top-dose activity change, negative = inhibition, actives largely listed as inhibitors; 340,000 tested, under 10 active; AID 493005, 2010; active = well fitted inhibition curve with a large enough effect in the main read-out, with a control signal flat, not every such curve was filed as active; inconclusive = small, poorly fitted or top-dose-only effect, or effect the other way, or a change in a side signal; inactive = no such curve, though single readings can be large or run the other way; also: potency is read from the fitted curve at half-maximal effect; % of control where 0% means no effect
#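 Tsg101 binding domain (10 uM final) was mixed with compound and a FITC-labeled PTAP peptide (50 nM final) in HEPES pH 7.5 buffer with NaCl, Tween 20, EDTA and TCEP; fluorescence polarization was read after 20 min at r.t.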
# B2AR arrestin: qHTS assay of beta-arrestin-biased ligands of beta2-adrenergic receptor; Potency, µM (highest dose often 46.1 µM), for the others: at the highest dose activation, hits mostly activators; beta-arrestin recruitment to beta2AR, cell-based reporter; Beta-2 adrenergic receptor (Homo sapiens), P07550; 330,000 compounds, 0.02% hits; AID 492947, 2010;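 also: potency is read from the fitted curve at half-maximal effect; 0% = DMSO controls and full agonism = EC100 isoproterenol or metaproterenol; nearly all actives have a fitted effect of over 65% in size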
# Integrin act MD: qHTS for Activators of Integrin-Mediated Alleviation for Muscular Dystrophy; alpha7betagal myoblasts, beta-gal FDG fluorescence, 48 h; Potency, µM (doses to about 38.3 µM), without a hit: at the top dose activation, actives largely listed as activators; 350,000 compounds, 0.064% hits;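 also: potency is read from the fitted curve at half-maximal effect; 100% = response of the positive control SU9516; nearly all actives have a fitted effect of over 60% in size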
#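 alpha7betagal+/- myoblasts (passage 13, 250/well) treated 48 h at 37C with compounds at 1:260 dilution of DMSO stock. Lysed, then beta-galactosidase activity read as FDG fluorescence (ex 480/em 540) after 30 min, with pre-read for autofluorescence.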
# Tb PFK block: qHTS Assay to Find Inhibitors of T. brucei phosphofructokinase. T. brucei PFK, ADP-Glo luminescence. Potency, µM (series often up to 57.5 µM), without a hit: top-dose activity, negative = inhibition, actives largely listed as inhibitors. 330,000 compounds, 0.17% hits;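 also: potency is read from the fitted curve at half-maximal effect; 0% = uninhibited 1x PFK enzyme wells and -100% = no-enzyme wells; nearly all actives have a fitted effect of over 60% in size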
# Target sequence (O15648 whole entry, looked up): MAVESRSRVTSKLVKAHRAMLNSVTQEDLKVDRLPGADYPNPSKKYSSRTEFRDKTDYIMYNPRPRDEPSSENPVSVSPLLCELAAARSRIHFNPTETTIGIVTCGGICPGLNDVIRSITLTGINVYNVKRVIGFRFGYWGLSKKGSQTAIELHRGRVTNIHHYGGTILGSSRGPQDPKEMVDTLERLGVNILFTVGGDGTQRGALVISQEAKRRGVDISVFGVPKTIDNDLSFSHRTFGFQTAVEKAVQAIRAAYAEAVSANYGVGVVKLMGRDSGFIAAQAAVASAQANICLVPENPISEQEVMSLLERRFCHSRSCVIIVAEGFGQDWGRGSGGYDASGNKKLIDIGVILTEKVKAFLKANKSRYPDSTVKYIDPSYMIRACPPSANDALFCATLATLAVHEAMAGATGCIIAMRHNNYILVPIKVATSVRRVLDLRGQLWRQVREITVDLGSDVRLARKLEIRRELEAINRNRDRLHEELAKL
#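 1.25 nM PFK with 0.5 mM F6P and 0.1 mM ATP in 0.1 M TEA pH 8.0, 5 mM MgCl2, incubated 45 min at room temperature; ADP measured by ADP-Glo luminescence; compounds titrated up to 57 uM.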
# The depositor's hits bear a star; ? = inconclusive; . = not tested or not shown; [ ] = dose if it differs, or a comment. Unless noted, calls follow the shape of the dose curve; as a rule, active = well fitted curve in the direction sought with a large enough effect; inconclusive = small, poorly fitted or top-dose-only effect, or another doubt; inactive = no such curve, though single readings can be large; an effect the other way counts as inactive or inconclusive. This is a subset (hit frequency here may not be typical).
SMILES,PKM2 act,Coupling enz,GALK inhibitor,Menin MLL FP TR,S-ASM inh,BCR signal inh,Giardia kill,TSG101-PTAP inh,B2AR arrestin,Integrin act MD,Tb PFK block
O=C(CCc1ccccc1)Nc1ccc(S(=O)(=O)N2CCCC2)cc1,7%,0,4%,52%[activator],1%,?,-4,-4%,-0.4%,3%,-5%
CCOC(=O)c1c(NC(C)=O)sc2c1CCCNC2=O,2%,7,1%,4%,-2%,0%,10,-8%,-0.2%,19%,4%
COc1ccc(-c2cc(C(=O)Nc3ccc(Br)cc3)no2)cc1,.,2,1%,?,1%,6%,-22,0%,-0.6%,21%,-3%
CC(C)(C)n1nnnc1C(c1ccccc1F)N(Cc1ccco1)CC1CCCO1 (stereo not drawn),-1%,-2,3%,-11%,-4%,6%,4,0%,0.1%,-20%,5%
O=C(c1ccc2c(=O)n(CCc3ccccc3)c(=O)[nH]c2c1)N1CCN(c2ccc(F)cc2)CC1,0%,-6,-1%,35%[activator],-8%,9%,-9,-2%,-0.2%,-4%,2%
CCOc1cccc(OCCn2cnc3ccccc3c2=O)c1,-1%,2,-1%,5%,-4%,0%,6,-3%,-0.2%,0%,0%
O=C(c1ccccc1)c1coc2ccc(O)c(Cl)c12,?,2,0%,?,-3%,?,-13,.,0.2%,4%,6%
Brc1ccccc1OCCCn1cnc2ccccc21,28%,-7,0%,-6%,2%,18%,-3,-1%,0.3%,6%,1%
O=C1NCCNC(=O)c2ccccc2OCCOc2ccccc21,3%,-1,2%,-4%,-2%,1%,-3,-4%,-1.3%,11%,-3%
COc1cc(C)c(Cl)cc1S(=O)(=O)NCc1ccccn1,-7%,0,3%,3%,0%,6%,9,-1%,0.0%,6%,3%
CCCc1cc(=O)[nH]c2nnc(SCC(=O)NC3CCCC3)n12,.,.,.,.,3%,-23%,-3,2%,0.1%,-10%,-3%
O=C(CSCc1ccccc1)Nc1ccc(Cl)cn1,-6%,-1,2%,10%,0%,?,-8,-4%,-0.1%,1%,-3%

# Some of these compounds in order of length of the SMILES, falling.
SMILES,PKM2 act,Coupling enz,GALK inhibitor,Menin MLL FP TR,S-ASM inh,BCR signal inh,Giardia kill,TSG101-PTAP inh,B2AR arrestin,Integrin act MD,Tb PFK block
COc1ccc(-c2cc(C(=O)Nc3ccc(Br)cc3)no2)cc1,.,2,1%,?,1%,6%,-22,0%,-0.6%,21%,-3%
O=C(CSCc1ccccc1)Nc1ccc(Cl)cn1,-6%,-1,2%,10%,0%,?,-8,-4%,-0.1%,1%,-3%
Brc1ccccc1OCCCn1cnc2ccccc21,28%,-7,0%,-6%,2%,18%,-3,-1%,0.3%,6%,1%

# The main list resumes, repeating the 2 entries before the break.
SMILES,PKM2 act,Coupling enz,GALK inhibitor,Menin MLL FP TR,S-ASM inh,BCR signal inh,Giardia kill,TSG101-PTAP inh,B2AR arrestin,Integrin act MD,Tb PFK block
CCCc1cc(=O)[nH]c2nnc(SCC(=O)NC3CCCC3)n12,.,.,.,.,3%,-23%,-3,2%,0.1%,-10%,-3%
O=C(CSCc1ccccc1)Nc1ccc(Cl)cn1,-6%,-1,2%,10%,0%,?,-8,-4%,-0.1%,1%,-3%
COc1ccc(NC(=O)C2CCN(C(=O)[C@@H]3Cc4ccccc4CN3)CC2)cc1,.,1,5%,15%,1%,12%,2,-1%,0.4%,20%,1%
CCN(CC)S(=O)(=O)c1ccc(F)c(C(=O)NCCCN2CCOCC2)c1,-4%,-1,2%,11%,-1%,-1%,0,-2%,0.1%,-9%,1%
CN(C)c1ccc(C=Nc2ccccc2)cc1,-11%,-1,.,-3%,-3%,-3%,36[activator],-4%,-0.1%,-3%,1%
Cc1ccc(C2SCC(=O)N2c2ccccc2)cc1 (stereo not drawn),-15%[11.5 µM],0,5%,-6%,-1%,-3%,-12,-2%,-0.3%,-3%,1%
NC(=O)CSc1nnc(-c2ccccc2F)n1C1CC1,.,-2,-3%,0%,1%,-8%,-23,0%,-0.4%,6%,0%
CC(=O)Nc1ccc(S(=O)(=O)NCc2ccc(C(=O)NCCN3CCCCCC3)cc2)cc1,6%,3,-1%,-4%,0%,0%,-17,-14%,0.4%,13%,1%
COc1ccc(CNC(=O)Nc2ccccc2)cc1,-13%,1,3%,.,3%,-3%,-7,-1%,-0.5%,-15%,0%
COc1ccccc1CCNC(=O)C(C)n1nc(C)c2c(C)n(-c3ccccc3)nc2c1=O (stereo not drawn),-7%[0.46 µM],-1,-2%,-12%,2%,-4%,25,-1%,0.2%,-4%,-2%
CC1=C2C3OC(=O)C(C)[C@@H]3CC[C@](C)(O)C2C2C3C4C5(C12)[C@H]1OC(=O)[C@@H](C)C1CC[C@]4(C)O[C@]5(C)[C@@H]3O (stereo partly drawn),-8%,2,2%,9%,1%,0%,17,2%,-1.1%,-7%,0%
CC(CC(=O)N1CCN(c2ccccc2F)CC1)c1ccccc1 (stereo not drawn),12%,-2,-1%,-4%,-2%,?,-5,1%,-0.6%,-15%,-3%
O=C(C[n+]1ccccc1)Nc1ccccc1C(=O)O,-5%,0,2%,2%,1%,-1%,-1,-7%,-0.7%,3%,-2%
Cc1cccc(C(=O)OCC(=O)N2CC(=O)Nc3ccccc32)c1C,.,.,.,.,-2%,1%,0,1%,-2.0%,16%,-9%
Nc1c(C(=O)Nc2ccc3c(c2)OCCO3)nnn1Cc1ccccc1Cl,.,.,.,.,-5%,?,-7,-2%,0.0%,23%,-6%
COc1ccccc1/C=C/C=C1\Oc2c(ccc(O)c2CN2CCN(CCO)CC2)C1=O,6%,-3,1%,23%,0%,?,-7,?,-0.3%,-37%,1%
COc1ccc(C(=O)N2CCc3cc(OC)c(OC)cc3C2c2cccc([N+](=O)[O-])c2)cc1 (stereo not drawn),-3%,-3,0%,2%,.,-1%,.,.,0.1%,.,3%
O=C(CNc1cccc2ccccc12)N/N=C/c1ccccn1,6%,-17,-2%,.,1%,-2%,-8,1%,-0.2%,-30%,-3%
O=C(C[C@H]1C/C=C\CC[C@H](Cc2ccc(F)cc2)C(=O)OC[C@@H](Cc2c[nH]c3ccccc23)NC1=O)NCCO,.,.,.,.,-5%,1%,-23,-3%,0.0%,-13%,0%
COc1cc(NC(=O)CCCN2C(=O)NC(C)(C)C2=O)cc(OC)c1,.,.,.,.,2%,-1%,8,0%,0.1%,-17%,-2%
C=CCc1cccc2cc(NC(C)=O)c(=O)oc12,6%,3,0%,-11%,9%,-3%,-12,-3%,-1.8%,-8%,12%
CCCC/C(C)=N/NC(=O)Nc1ccccc1,-1%,2,-1%,?,2%,?,2,-1%,0.3%,-2%,1%
Cc1ccc(C(NC(=O)N2CCCCC2)=C(Cl)Cl)cc1F,-7%,0,0%,0%,-2%,?,10,-1%,-0.9%,-39%[inhibitor],-2%
CCC12C(=O)C(CC)(C(c3ccccc3)=C1c1ccccc1)[C@@H]1C(=O)N(c3ccccc3)C(=O)C12 (stereo partly drawn),-12%,-6,-1%,18%,-5%,18%,8,-1%,-0.2%,?,1%
Cc1cc(OCC(=O)N(C(C)C)C(C)C)cc(C)c1Br,-13%,1,1%,-14%,9%,2%,-11,-9%,-0.1%,-8%,-1%
COc1ccc(NC(=O)CSCC(=O)N(C)Cc2ccc3c(c2)OCCO3)cc1,.,.,.,.,2%,?,-4,2%,0.0%,3%,0%
COc1cc2c(cc1OC)CN(Cc1ccc(C)cc1)CC2,-2%,0,4%,2%,34%[activator],0%,0,-7%,0.0%,9%,1%
